GAA glycogen mod: GAA glycogen-cleavage inhibition or activation; P10253; recombinant GAA, glycogen substrate, Amplex Red glucose oxidase fluorescence; Potency, µM (top dose mostly 76.4 µM), inactives show at the top dose activity change, negative = inhibition, usual class: inhibitors; 300,000 compounds, 0.38% hits; AID 2100;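 also: 0% = full enzyme reaction and -100% = no-enzyme basal signal; the screen sought inhibitors and activators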
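Recombinant enzyme (4 nM final) with compounds titrated up to 77 uM and bovine liver glycogen (30 ug) in citrate pH 5.0, 0.01% Tween-20, 37 C 40 min. Released glucose detected by Amplex Red/glucose oxidase (Ex 573/Em 610); AC50 from Hill fits.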
GAA inhib: alpha-glucosidase (human) inhibition. purified human GAA, 4-MU-alpha-glucoside fluorescence. AID 1466. 200,000 compounds, 0.005% hits. P10253. Potency, µM (titrated, usually from 76.9 µM), for the others: at the top dose activity change, negative = inhibition, usual class: inhibitors;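 also: plate controls were uninhibited enzyme wells for no effect and no-enzyme background for full effect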
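Fluorogenic assay: 4 nM human alpha-glucosidase with 400 uM 4-methylumbelliferyl-alpha-D-pyranoside in 50 mM citrate/phosphate, 0.005% Tween-20, pH 5.0, 20 min at room temperature. Compounds tested up to 77 uM; AC50 from Hill fits.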
RECQ1 helicase: RECQ1 (human) helicase inhibition | P46063 | 240,000 compounds, 0.54% hits | RECQ1 DNA unwinding, red fluorescence kinetic read | Potency, µM (top dose mostly 57.3 µM), for the others: top-dose activity, negative = inhibition, most hits filed as inhibitors;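 also: plate controls were vehicle for no effect and no enzyme for full effect; nearly all actives have a fitted effect of over 30% in size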
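RECQ1T1 50 nM; forked duplex (20 bp + 30-nt ss tails) 200 nM, ATP 2 mM final; pH 8.0, 2 mM MgCl2, 2.5 ug/ml poly(dI-dC); 15 min compound preincubation; discontinuous kinetic read over 2 h at RT.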
TRb-SRC2 inh: disrupts binding of human TR beta to SRC2. P10828. TRbeta-SRC2 peptide binding, fluorescence polarization; receptor liganded with 1 µM T3. Potency, µM (titrated, usually from 106 µM), inactives show top-dose activity change, negative = inhibition, actives largely listed as inhibitors. 280,000 compounds, 0.065% hits;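 also: plate controls were bound peptide for no effect and peptide without receptor for full effect; nearly all actives have a fitted effect of over 50% in size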
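Quantitative HTS by FP: 0.6 uM TRb LBD, 20 nM labeled SRC2 20-mer, 1 uM T3, 5% DMSO; 5 hr ambient incubation; % activity per concentration and potencies from concentration series.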
L3MBTL1 inh: inhibitors of human L3MBTL1 | AlphaScreen L3MBTL1–H3K9me1 peptide binding | Potency, µM (highest dose often 57.1 µM), for the others: at the top dose activity, negative = inhibition, actives largely listed as inhibitors | Q9Y468 | 230,000 compounds, 0.66% hits | AID 485360; also: nearly all actives have a fitted effect of over 60% in size
Target sequence (Q9Y468 whole entry, looked up): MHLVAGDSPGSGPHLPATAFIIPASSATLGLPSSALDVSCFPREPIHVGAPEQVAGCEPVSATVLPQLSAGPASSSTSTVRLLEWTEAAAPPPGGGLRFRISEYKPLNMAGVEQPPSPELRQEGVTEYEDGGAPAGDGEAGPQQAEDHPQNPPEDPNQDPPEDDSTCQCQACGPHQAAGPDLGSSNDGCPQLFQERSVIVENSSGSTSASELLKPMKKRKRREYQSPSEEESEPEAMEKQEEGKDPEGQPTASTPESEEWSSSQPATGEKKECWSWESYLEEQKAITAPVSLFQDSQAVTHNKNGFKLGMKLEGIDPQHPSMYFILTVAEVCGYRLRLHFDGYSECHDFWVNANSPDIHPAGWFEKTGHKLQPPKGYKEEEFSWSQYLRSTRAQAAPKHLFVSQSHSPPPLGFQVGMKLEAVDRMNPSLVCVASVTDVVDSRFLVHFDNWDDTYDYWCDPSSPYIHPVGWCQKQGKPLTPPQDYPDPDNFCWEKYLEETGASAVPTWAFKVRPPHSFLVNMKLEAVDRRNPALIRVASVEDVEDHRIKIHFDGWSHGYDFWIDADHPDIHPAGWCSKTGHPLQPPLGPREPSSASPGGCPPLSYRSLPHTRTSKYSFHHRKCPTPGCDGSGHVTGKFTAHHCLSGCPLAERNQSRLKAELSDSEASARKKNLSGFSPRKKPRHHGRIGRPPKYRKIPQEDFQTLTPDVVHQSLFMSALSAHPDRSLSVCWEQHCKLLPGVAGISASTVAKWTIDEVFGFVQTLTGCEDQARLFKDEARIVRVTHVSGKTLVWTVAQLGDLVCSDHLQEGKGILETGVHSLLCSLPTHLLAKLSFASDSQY
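AlphaScreen proximity signal between nickel-chelate acceptor and streptavidin donor beads (final 10 ug/mL) reports binding of 50 nM L3MBTL1 to 75 nM biotin-H3 K9me1 peptide; complex incubated with compounds 30 min at room temperature; cefsulodin titration as control.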
GAA spleen mod: lysosomal alpha-glucosidase (human) modulation. P10253. 240,000 compounds, 0.006% hits. human spleen homogenate, 4-MU-alpha-glucoside fluorescence. AID 2112. Potency, µM (titrated, usually from 79.9 µM), for inactives: top-dose activity change, negative = inhibition, actives largely listed as inhibitors;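 also: 0% = enzyme with vehicle and -100% = no enzyme basal signal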
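Human spleen homogenate (1 ug) incubated with compounds and 1 mM 4-methylumbelliferyl-alpha-D-glucopyranoside in pH 5.0 citrate/phosphate buffer, 37 C, 40 min. Stopped at pH 10; 4-MU fluorescence (Ex 365/Em 440 nm); AC50 by Hill fit.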
GoLoco inh red: inhibitors of human Gai1-RGS12 GoLoco interaction (red fluorophore); Gai1:RGS12 GoLoco peptide FP, rhodamine, 10 min; Potency, µM (doses to about 61.6 µM), without a hit: at the highest dose activity, negative = inhibition, actives largely listed as inhibitors; 230,000 compounds, 0.44% hits; AID 880; active = well fitted inhibition curve with a large enough effect, not every such curve was filed as active; inactive = no such curve, though single readings can be large or run the other way; also: nearly all actives have a fitted effect of over 30% in size; many of its hits are not listed in these tables
TexasRed fluor: counter-screen for TRb-SRC2 inhibitors: fluorescence interference; TRb/SRC2 Texas Red total fluorescence interference; AID 1479; 280,000 compounds, 0.29% hits; Potency, µM (series often up to 106 µM), for the others: top-dose fluorescence change, negative = quenching; active = well fitted curve in either direction with a large enough effect; inconclusive = small, poorly fitted or top-dose-only effect
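Human TRb ligand-binding domain at 0.6 uM with 20 nM Texas Red SRC2 peptide in Tris buffer containing 1 uM T3 and 5% DMSO, incubated with compound 5 h at ambient temperature. Total fluorescence (555/632 nm) calculated as parallel + 2 × perpendicular.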
The depositor's hits bear a star; i = inactive; ? = inconclusive; . = no result given; [ ] = dose if it differs, or a comment. Unless noted, calls follow the shape of the dose curve; as a rule, active = well fitted curve in the direction sought with a large enough effect; inconclusive = small, poorly fitted or top-dose-only effect, or another doubt; inactive = no such curve, though single readings can be large; an effect the other way counts as inactive or inconclusive. Unless noted, % is scaled to controls: 0 for no effect and ±100 for the full control effect; potency is read from the fitted curve at half-maximal effect. These rows are one share of the data (hit frequency here may not be typical).

SMILES	GAA glycogen mod	GAA inhib	RECQ1 helicase	TRb-SRC2 inh	L3MBTL1 inh	GAA spleen mod	GoLoco inh red	TexasRed fluor
Cc1cc(C)n(-c2nc3c(c(=O)[nH]c(=O)n3C)n2Cc2ccc(F)cc2)n1	4%	0%	-10%	3%	5%	0%	7%	-1%
O=C(Oc1ccc(-c2cnc3ccccc3n2)cc1)c1ccco1	-3%	-5%	i	4%	3%	4%	4%	0%
COc1cc(/C=C2/SC(=S)N(CC3CCCO3)C2=O)ccc1O (stereo not drawn)	-10%	-8%	32µM*	28%	-27%	-10%	248%[activator]	14%
COc1cccc(CNC(=O)CN(C)S(=O)(=O)c2cccc3cccnc23)c1	2%	.	-12%	4%	7%	-5%	7%	0%
COc1cccc(-c2nnc3sc(-c4ccc(Cl)cc4)nn23)c1	13%	-5%	-7%	-11%	5%	8%	.	-2%
COc1cc([N+](=O)[O-])cc2sc(NC(=O)C(C)(C)C)nc12	-4%	2%	i	1%	2%	-14%	16%	-6%
O=C(O)CCc1ccc(-c2ccccc2)n1NC(=O)c1ccco1	0%	-10%	5%	0%	.	-11%	7%	-4%
Cc1ccc(N(CC(=O)NN=C2CCN(C)CC2)S(=O)(=O)c2ccc(C)cc2)cc1	0%	1%	0%	-13%	.	-22%	7%	6%
Oc1ccccc1CNn1cnnc1	3%	-3%	-3%	-1%	6%	-12%	6%	3%
COc1ccc(C(=O)OCC[N+]2(C)CCOCC2)cc1	5%	2%	-7%	1%	.	2%	7.9µM*	2%
Cc1cccc(C)c1NC(=O)C1(N2C(=O)CC2c2ccccc2)CCCCC1 (stereo not drawn)	-5%	?	-15%	3%	-1%	-29%	1%	-4%
CCOC(=O)c1n[nH]n(-c2cc(Cl)cc(Cl)c2)c1=O	10%	-3%	-3%	-1%	?	-1%	0%	-1%
COC(=O)CCCC1=CC2=CC(=O)C(C)(OC(=O)c3cccs3)C(=O)C2=CO1 (stereo not drawn)	.	.	?	10%	.	2%	29%	2%
CCCCCCCc1c(O)nc(SCCN(C)C)[nH]c1=O	1%	.	-4%	?	-17%	0%	-22%	-6%
O=C(COC(=O)CCc1nc2ccccc2s1)Nc1ncc(Cl)cc1Cl	2%	1%	-13%	1%	-10%	2%	.	7%
COc1cc2nc(/C=C/c3cc(OC)c(OC)c(OC)c3)sc2cc1SC	-9%	?	?	11%	72%[activator]	-1%	17%	5%
O=C1C=C(NCc2ccc(Cl)c(Cl)c2)CC1	-5%	2%	0%	11%	.	-8%	13%	1%
CC(=O)C1=C(O)C(=O)N(c2ccc(Br)cn2)C1c1ccccc1F (stereo not drawn)	4%	?	-10%	3%	1%	-5%	5%	-5%
CN(CCC#N)C(=O)COC(=O)c1cc(Cl)cc(Cl)c1N	2%	?	i	0%	.	10%	6%	-5%
COc1cccc(OCC(=O)NNC(=O)c2cnccn2)c1	3%	-1%	-8%	7%	16%	-5%	-12%	?
COc1ccc(CNC(=O)Cn2nc(C(F)(F)F)cc2C)cc1	-5%	-1%	-3%	9%	9%	1%	6%	4%
O=[N+]([O-])c1cccc(S(=O)(=O)c2ccc(NCCO)c([N+](=O)[O-])c2)c1	-2%	-5%	1%	-2%	-13%	.	3%	-1%
Clc1cccc(NCc2ccccc2)n1	13%	2%	i	0%	0%[11.4 µM]	2%	0%	-7%
O=[N+]([O-])c1cc(-n2cnnn2)ccc1N1CCC(Cc2ccccc2)CC1	-7%	-5%	-10%	-10%	?	-8%	9%	-4%
S=c1[nH]nc(Cn2cnc3ccccc32)n1-c1ccccc1	-1%	3%	8%	-11%	-19%	14%	3%	-1%

(more compounds)
SMILES	GAA glycogen mod	GAA inhib	RECQ1 helicase	TRb-SRC2 inh	L3MBTL1 inh	GAA spleen mod	GoLoco inh red	TexasRed fluor
COc1cccc2c(=O)n(CC(=O)Nc3ccc(F)cc3)ccc12	1%	4%	0%	1%	-14%	-4%	8%	-1%
COc1cccc(-n2c(N)c(-c3nc4ccccc4[nH]3)sc2=S)c1	?	?	-2%	-4%	.	-7%	-6%	-4%
S=C(NCc1ccccc1)Nc1cccc(Cl)c1	8%	-1%	-19%	-2%	5%	-8%	8%	-3%
O=C(NC1CC1)c1ccc2c(Cl)c3c(nc2c1)CCCC3	9%	-5%	-4%	2%	.	-3%	5%	-3%
CC(=O)NC(CCS(C)(=O)=O)C(=O)Nc1ccccc1 (stereo not drawn)	2%	1%	11%	1%	1%	-11%	-3%	-1%
Cc1nnc(SCC(=O)Nc2nsc(-c3ccc(C(C)(C)C)cc3)n2)s1	-11%	-3%	-13%	-2%	.	?	5%	-5%
Cc1nc(SCC(=O)Nc2ccccn2)n[nH]1	5%	5%	i	2%	10%	1%	-3%	-1%
COc1ccc(CCCc2nnc(SCC(=O)Nc3ccccc3F)o2)cc1	6%	-15%	i	0%	.	-2%	1%	-3%
O=C(O)C1CC=CCC1C(=O)Nc1cccnc1 (stereo not drawn)	-13%	13%	-8%	0%	-11%	-3%	13%	0%
O=C1NN(c2ccccc2)C(=O)/C1=C/c1ccc(Sc2ccc(Cl)cc2)o1	-9%	.	?	2%	.	-9%	5%	-1%
Cc1c(NC(=O)c2cc(C(C)C)on2)c(=O)n(-c2ccccc2)n1C	-1%	1%	-5%	3%	0%	4%	5%	-2%
Cc1ccc(CNc2ccc3nnc(-c4ccccc4)n3n2)cc1	-7%	-1%	i	9%	5%	2%	-1%	-2%
Cc1cc(C)c(C(=O)OCCNC(=O)c2cccnc2)cc1C	1%	-8%	-1%	-2%	21%[11.4 µM]	-6%	3%	-1%
CN(C)c1ccc(NC(=O)CSCc2nc3c(nnn3Cc3ccc(F)cc3)c(=O)[nH]2)cc1	5%	-2%	-10%	5%	-95%	1%	3.5µM*	-8%
COc1ccc(N(C)S(=O)(=O)c2cccc(C(=O)NC3CCCC3)c2)cc1	14%	-1%	-7%	7%	-14%	1%	-13%	-2%
O=C(CSc1nnc(-c2ccccc2F)n1C1CC1)Nc1ccc2[nH]c(=O)[nH]c2c1	-8%	3%	i	5%	6%	-20%	6%	-4%
COC(=O)Cn1ccc(-c2ccc(Cl)cc2)c(C#N)c1=O	-7%	3%	0%	3%	0%[11.4 µM]	-7%	12%	-1%
O=C1CCC(/C=C/c2ccccc2)=NN1Cc1ccccc1	8%	-9%	-22%	-18%	29%	-4%	0%	-2%
O=C(CC1Sc2ccccc2NC1=O)NCc1ccccc1 (stereo not drawn)	3%	.	-12%	2%	6%	-2%	-23%	-4%
Clc1ccc(SCCCCn2cncn2)cc1	2%	-2%	0%	1%	.	-2%	1%	-8%
FC(F)(F)c1cccc(N2CCN(CC3CC4C=CC3C4)CC2)c1 (stereo not drawn)	6%	-7%	-6%	0%	-6%	4%	13%	-2%
CC(=O)N(Cc1cc2cc(C)c(C)cc2n2nnnc12)CC1COCCO1 (stereo not drawn)	-4%	10%	i	0%	0%	-5%	-7%	-2%
COc1ccccc1NC(=O)CSc1nnc(C)o1	7%	-2%	-6%	-21%	3%	-13%	3%	-2%
COc1ccc(NC(=O)CN2CCN(c3nc(-c4ccc(F)cc4)cs3)CC2)c(OC)c1	1%	-2%	-10%	2%[53 µM]	-20%	4%	7%	-4%[53 µM]
O=C(CSc1ncnc2nc[nH]c12)N1CCOCC1	5%	3%	-9%	4%	2%	-6%	-4%	-3%
CCCCOC(=O)C1=C(C)Nc2ncnn2C1c1ccc(OC)c(OC)c1 (stereo not drawn)	-5%	0%	-7%	2%	-2%	-4%	.	-4%
Oc1ccc2c(c1)oc1cc(O)ccc12	-25%	-10%	-1%	-5%	6%	6%	3%	-5%
COc1ccccc1NC(=O)c1cc(Br)ccc1Cl	-3%	?	?	0%	.	4%	-13%	0%

Exported bar-delimited: entries from further up.
mol | GAA glycogen mod | GAA inhib | RECQ1 helicase | TRb-SRC2 inh | L3MBTL1 inh | GAA spleen mod | GoLoco inh red | TexasRed fluor
COc1cccc2c(=O)n(CC(=O)Nc3ccc(F)cc3)ccc12 | 1% | 4% | 0% | 1% | -14% | -4% | 8% | -1%
COc1cccc(-n2c(N)c(-c3nc4ccccc4[nH]3)sc2=S)c1 | ? | ? | -2% | -4% | . | -7% | -6% | -4%
S=C(NCc1ccccc1)Nc1cccc(Cl)c1 | 8% | -1% | -19% | -2% | 5% | -8% | 8% | -3%
O=C(NC1CC1)c1ccc2c(Cl)c3c(nc2c1)CCCC3 | 9% | -5% | -4% | 2% | . | -3% | 5% | -3%
CC(=O)NC(CCS(C)(=O)=O)C(=O)Nc1ccccc1 (stereo not drawn) | 2% | 1% | 11% | 1% | 1% | -11% | -3% | -1%
Cc1nnc(SCC(=O)Nc2nsc(-c3ccc(C(C)(C)C)cc3)n2)s1 | -11% | -3% | -13% | -2% | . | ? | 5% | -5%
Cc1nc(SCC(=O)Nc2ccccn2)n[nH]1 | 5% | 5% | i | 2% | 10% | 1% | -3% | -1%
COc1ccc(CCCc2nnc(SCC(=O)Nc3ccccc3F)o2)cc1 | 6% | -15% | i | 0% | . | -2% | 1% | -3%
O=C(O)C1CC=CCC1C(=O)Nc1cccnc1 (stereo not drawn) | -13% | 13% | -8% | 0% | -11% | -3% | 13% | 0%
O=C1NN(c2ccccc2)C(=O)/C1=C/c1ccc(Sc2ccc(Cl)cc2)o1 | -9% | . | ? | 2% | . | -9% | 5% | -1%
Cc1c(NC(=O)c2cc(C(C)C)on2)c(=O)n(-c2ccccc2)n1C | -1% | 1% | -5% | 3% | 0% | 4% | 5% | -2%
Cc1ccc(CNc2ccc3nnc(-c4ccccc4)n3n2)cc1 | -7% | -1% | i | 9% | 5% | 2% | -1% | -2%
Cc1cc(C)c(C(=O)OCCNC(=O)c2cccnc2)cc1C | 1% | -8% | -1% | -2% | 21%[11.4 µM] | -6% | 3% | -1%

High-throughput results from PubChem.
